RORa activator: RORA (human) activation; hit rate 1.5% among 65,000; CHO-K1 Gal4-RORA LBD luciferase reporter, luminescence; percent increase over mock-subtracted basal signal; AID 560; activation, % at 10 µM;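 active means activation above the mean of all tested compounds plus 3 SD, cut at about 49% in these data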;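 further: 0% = DMSO-treated RORA cells and 100% = added signal equal to DMSO minus mock-transfected cells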
MMP13 inh: inhibitors of human MMP13. MMP-13 fTHP FRET cleavage, Mca fluorescence. inhibition, % at 4 µM. hit rate 0.07% among 65,000. AID 570;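 active means inhibition above the mean of compound-free control plate wells plus 3 SD, cut at about 14% in these data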;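 further: 0% = DMSO wells and 100% = wells with reference MMP-13 inhibitor after basal subtraction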
SF1 activator: activates the human nuclear receptor SF-1; Q13285; CHO-K1 Gal4-SF-1 LBD luciferase reporter; % increase over DMSO SF-1-specific signal; activation, % at 10 µM; hit rate 1.9% among 65,000;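 active means activation above the mean activation of all tested compounds plus 3 SD, cut at about 50% in these data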
Target sequence (Q13285 whole entry, looked up, the tested form may be a part): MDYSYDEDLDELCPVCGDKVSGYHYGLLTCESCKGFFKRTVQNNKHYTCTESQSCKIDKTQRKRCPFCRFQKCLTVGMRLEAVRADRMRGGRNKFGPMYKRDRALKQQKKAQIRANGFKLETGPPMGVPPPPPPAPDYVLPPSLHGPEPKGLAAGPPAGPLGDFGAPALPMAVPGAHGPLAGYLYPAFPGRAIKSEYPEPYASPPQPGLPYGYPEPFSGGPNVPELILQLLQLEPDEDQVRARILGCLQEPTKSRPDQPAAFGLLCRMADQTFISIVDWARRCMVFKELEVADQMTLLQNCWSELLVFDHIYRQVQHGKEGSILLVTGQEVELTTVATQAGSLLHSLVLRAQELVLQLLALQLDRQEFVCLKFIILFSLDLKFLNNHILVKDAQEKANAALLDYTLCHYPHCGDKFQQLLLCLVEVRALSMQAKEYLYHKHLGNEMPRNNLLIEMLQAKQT
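Assay system: CHO-K1 cells co-transfected with Gal4 DBD–human SF-1 LBD, 5xGal4 luciferase reporter; doses: 10 µM only; incubation: 20 h compound exposure at 37 °C after 1 h cell settling; signal: luciferase light emission; evaluation: percent activation versus DMSO; repeats: one test per compound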
HTR1A agonist: activates the human 5-HT1a serotonin receptor | AID 567 | activation, % at 10 µM | hit rate 0.56% among 65,000 | CHO 5-HT1a Ga15 NFAT-bla reporter, FRET ratio; 0% basal, 100% maximal reference agonist;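 active means activation above the screen-wide mean activation plus 3 SD, cut at about 19% in these data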;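 further: 0% = DMSO wells and 100% = 5-CT at EC100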
5HT1E antag: antagonists of human 5-HT1E serotonin receptor; CHO 5-HT1E Ga15 NFAT-bla reporter, FRET, antagonist; inhibition, % at 6 µM; hit rate 0.99% among 65,000; AID 571;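 active means inhibition above a set limit, the mean inhibition across every tested compound plus 3 SD, cut at about 29% in these data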;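 further: signal is the 460 over 535 nm emission ratio of beta-lactamase substrate; 0% = agonist plus DMSO wells and 100% = wells without agonist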
Target sequence (P28566 whole entry, looked up): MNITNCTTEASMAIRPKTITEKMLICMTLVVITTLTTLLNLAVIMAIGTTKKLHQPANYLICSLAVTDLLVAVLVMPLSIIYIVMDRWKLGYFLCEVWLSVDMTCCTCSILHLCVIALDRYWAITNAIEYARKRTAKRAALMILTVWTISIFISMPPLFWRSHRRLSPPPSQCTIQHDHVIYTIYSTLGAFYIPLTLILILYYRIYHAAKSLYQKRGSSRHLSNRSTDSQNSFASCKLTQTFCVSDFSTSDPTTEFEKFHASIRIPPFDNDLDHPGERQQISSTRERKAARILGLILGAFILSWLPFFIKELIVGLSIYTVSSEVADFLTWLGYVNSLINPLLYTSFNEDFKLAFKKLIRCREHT
5HT1E ag: agonists of human 5-HT1E serotonin receptor. P28566. CHO 5-HT1E Ga15 NFAT-bla reporter, FRET; 0% DMSO wells, 100% control agonist wells. activation, % at 6 µM. hit rate 0.69% among 65,000. AID 574;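 active means activation above a set limit, the screen-wide mean activation plus 3 SD, cut at about 8.5% in these data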;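 further: 100% = positive control agonist at 1 µM giving full maximal response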
NADH enzymes: blocks coupling enzymes of NAD/NADH assays; AID 774; coupled PK/LDH NADH assays, four targets; hit rate 0.02% among 65,000; IC50, µM (doses to about 10 µM), inactives show at the top dose inhibition;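 active means single-dose screening hits from any of four coupled enzyme assays that gave an IC50 when retested across doses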;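 further: the DPM-DC format reads NADH fluorescence rather than 340 nm absorbance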
Ecoli tolC: E. coli tolC mutant growth inhibition; E. coli BW25113 tolC mutant growth, OD615; growth inhibition, % at 10 µM (by protocol); hit rate 2.2% among 65,000;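 active means growth inhibition at or above a cutoff equal to the mean over every tested compound plus 3 SD, cut at about 60% in these data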;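 further: growth measured after 20 h incubation at 37 °C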
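Test system – E. coli BW25113 ΔtolC::kan, tolC deletion mutant strain · Detection – OD at 615 nm · Buffer or medium – LB with kanamycin 50 µg/mL · Times – 20 h compound exposure of bacteria at 37 °C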
5-HT1A blocker: blocks the human serotonin 5-HT1a receptor. hit rate 0.68% among 62,000. CHO 5-HT1a Ga15 NFAT-bla reporter, antagonist mode. inhibition, % at 10 µM;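 active means inhibition above the mean of all tested compounds plus 3 SD, cut at about 43% in these data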;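 further: receptor stimulated by 5-CT agonist at 100 nM near EC80; beta-lactamase reporter measured by ratiometric fluorescence of a cleavable substrate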
The depositor's hits bear a star; x = not tested or not shown; [ ] = dose if it differs, or a comment.

SMILES | RORa activator | MMP13 inh | SF1 activator | HTR1A agonist | 5HT1E antag | 5HT1E ag | NADH enzymes | Ecoli tolC | 5-HT1A blocker
c1csc(Cc2nn3c(-c4n[nH]c5c4CCC5)nnc3s2)c1 | -3 | 2 | 2 | -3.8 | 3 | 0.4 | 5% | 30 | -22
Cc1ccc(C(=O)NCc2ccc(Cl)c(Cl)c2)o1 | 15 | 5 | -12 | -4.5 | -2 | 0.3 | 7% | 43 | 12
CCCOc1ccc(-c2nc(C#N)c(N3CCN(C)CC3)o2)cc1 | -13 | -64[fluorescence artefact?] | -1 | 1.3 | 5 | -0.2 | 2%[fluoresces] | 17 | -2
Cn1c(Cc2ccccc2)nnc1SCC(=O)Nc1ccc2c(c1)OCO2 | -16 | -1 | 20 | 1.8 | -1 | 0.5 | 4% | -8 | 3
CC1CCCN(S(=O)(=O)c2ccc(Br)s2)C1 (centres undefined) | -2 | -2 | -8 | -0.5 | 4 | -0.2 | 8% | 15 | -7
Cc1cc(C)n(-c2ncnc3sc(C)c(C)c23)n1 | -2 | -19 | -7 | -1.5 | -12 | -0.5 | 3% | 6 | x
COc1ccc(C(c2c(O)ccc3ccccc23)N2CCOCC2)c(OC)c1 (centres undefined) | 28 | -3 | 32 | -6.7 | 16 | -0.8 | 6% | 7 | 107*
Cc1ccc(-n2nnnc2SCc2nnc(-c3ccccc3Br)o2)cc1 | -18 | 0 | 17 | -1.9 | 3 | 0.8 | 12% | 51 | -12
O=P(O)(CCCCP(=O)(O)CCc1ccccc1)CCc1ccccc1 | -4 | 4 | -5 | -2.3 | 2 | 1.3 | 6% | -25 | -5
COc1nc(-c2ccc(C)cc2)ccc1-c1noc(-c2cccnc2)n1 | 9 | 3 | -8 | -2.6 | -5 | -1.5 | 8%[fluoresces] | -6 | 12
CCOC(=O)N1CCC(n2c(SCC(=O)NCc3ccco3)nc3ccsc3c2=O)CC1 | -12 | 0 | 7 | 0.2 | 14 | 0.9 | 10% | 7 | 11
COc1cccc(Oc2coc3c(CN4CCOCC4)c(O)ccc3c2=O)c1 | -2 | -114[fluorescence artefact?] | -6 | -0.7 | -11 | 0.3 | 9%[fluoresces] | -11 | -1
COCCSc1nnc(NC(=O)Cc2ccccc2OC)s1 | -17 | 3 | -4 | -1.6 | -10 | -0.8 | 11% | 3 | 14
CCCN(CCC)C(=O)CC(c1ccc(F)cc1)c1ccco1 (centres undefined) | -3 | -11 | -12 | 1.1 | -152 | -0.2 | 1% | 1 | x
O=C(NC1CCCC1)c1sc(=S)n2c1[nH]c(=O)c1ccccc12 | -22 | 5 | 4 | -1.5 | -12 | -0.2 | 10% | 100* | 10
COc1ccc(C2C(C(=O)Nc3cccc(C)n3)c3ccccc3C(=O)N2C)cc1OC (centres undefined) | -14 | 2 | -6 | 1.0 | -9 | 0.6 | 3% | -5 | 9
CCOC(=O)Cc1csc(NC(=O)C2CCCCC2C(=O)O)n1 (centres undefined) | -8 | 3 | -4 | -1.7 | 6 | 0.0 | 5% | -16 | 0
CCOC(=O)N1CCN(C(=O)CSc2nnc(CNC(=O)c3ccccc3F)o2)CC1 | -6 | 2 | 10 | -2.9 | 0 | -1.9 | 4% | -15 | -1
CCn1c(Cn2nnc(-c3ccccc3)n2)nnc1SCC(=O)Nc1ccc(C(C)=O)cc1 | 60* | 0 | -2 | -2.3 | -2 | 1.2 | 9% | -4 | -11
COCCCNC(=O)CCCn1c(=O)[nH]c2ccccc2c1=O | -11 | -2 | -7 | -2.5 | -5 | -0.7 | 5% | -9 | 6
O=C(CSc1nnc(-c2ccccc2)n1Cc1ccccc1)N1CCCC1 | -3 | 6 | -1 | -0.7 | -3 | -0.8 | 8% | 5 | 10
Nc1nc(Nc2cccc3ccccc23)nc(C2CCCC2=O)n1 (centres undefined) | -10 | 1 | 8 | -3.9 | 3 | 0.0 | 2% | -6 | -6
CCOC(=O)Cc1csc(NC(=O)Cc2cccs2)n1 | -17 | -14 | -3 | -1.2 | -11 | 0.6 | 3% | 3 | -6
CCCC(=O)Nc1ccc(Cl)c(NC(=O)C(C)(C)C)c1 | -12 | -8 | -2 | -0.5 | -14 | -0.1 | 2% | 2 | -14
Fc1ccc(-c2ccc(-c3nn4c(-c5ccco5)nnc4s3)o2)cc1 | -2 | -31 | -18 | 1.1 | -3 | 0.0 | 6% | -6 | -23
O=C(Nc1ccc2c(c1)ncn2-c1ccccc1)c1ccco1 | 52* | 2 | 28 | -2.7 | 5 | -0.2 | 4% | 15 | 16
COCCCNC(=O)c1cc2c(-c3ccc(Cl)cc3)nn(C)c2s1 | 0 | -84[fluorescence artefact?] | 15 | 2.1 | 9 | 1.4 | 1%[fluoresces] | 11 | 15
CCN(CC)c1ccc(C2CC(=O)NC3=C2C(=O)CC(C)(C)C3)cc1 (centres undefined) | -14 | 1 | 28 | -3.0 | 21 | 0.0 | 6% | -5 | -1
CCn1c(SCC(=O)NCc2cccs2)nnc1-c1cccs1 | -9 | 4 | 17 | -4.5 | 2 | -0.8 | 4% | -9 | 16
Cc1cc(NC(=O)COC(=O)c2n[nH]c3ccccc23)no1 | 4 | -13 | 32 | -1.7 | 3 | -0.4 | 15% | -5 | -4

Seven structures from above, sorted by length of the SMILES, lowest first.
SMILES | RORa activator | MMP13 inh | SF1 activator | HTR1A agonist | 5HT1E antag | 5HT1E ag | NADH enzymes | Ecoli tolC | 5-HT1A blocker
CCOC(=O)Cc1csc(NC(=O)Cc2cccs2)n1 | -17 | -14 | -3 | -1.2 | -11 | 0.6 | 3% | 3 | -6
CCn1c(SCC(=O)NCc2cccs2)nnc1-c1cccs1 | -9 | 4 | 17 | -4.5 | 2 | -0.8 | 4% | -9 | 16
CCCC(=O)Nc1ccc(Cl)c(NC(=O)C(C)(C)C)c1 | -12 | -8 | -2 | -0.5 | -14 | -0.1 | 2% | 2 | -14
Cc1cc(NC(=O)COC(=O)c2n[nH]c3ccccc23)no1 | 4 | -13 | 32 | -1.7 | 3 | -0.4 | 15% | -5 | -4
O=C(CSc1nnc(-c2ccccc2)n1Cc1ccccc1)N1CCCC1 | -3 | 6 | -1 | -0.7 | -3 | -0.8 | 8% | 5 | 10
Fc1ccc(-c2ccc(-c3nn4c(-c5ccco5)nnc4s3)o2)cc1 | -2 | -31 | -18 | 1.1 | -3 | 0.0 | 6% | -6 | -23
CCN(CC)c1ccc(C2CC(=O)NC3=C2C(=O)CC(C)(C)C3)cc1 (centres undefined) | -14 | 1 | 28 | -3.0 | 21 | 0.0 | 6% | -5 | -1

Reprinted at random: 2 entries already listed.
SMILES | RORa activator | MMP13 inh | SF1 activator | HTR1A agonist | 5HT1E antag | 5HT1E ag | NADH enzymes | Ecoli tolC | 5-HT1A blocker
Cc1cc(NC(=O)COC(=O)c2n[nH]c3ccccc23)no1 | 4 | -13 | 32 | -1.7 | 3 | -0.4 | 15% | -5 | -4
O=C(CSc1nnc(-c2ccccc2)n1Cc1ccccc1)N1CCCC1 | -3 | 6 | -1 | -0.7 | -3 | -0.8 | 8% | 5 | 10

Going on with the list.
SMILES | RORa activator | MMP13 inh | SF1 activator | HTR1A agonist | 5HT1E antag | 5HT1E ag | NADH enzymes | Ecoli tolC | 5-HT1A blocker
COc1cccc(C2CC(=O)NC3=C2C(=O)CCC3)c1 (centres undefined) | 1 | 1 | -5 | -1.0 | -14 | 0.6 | 5% | -30 | -3
CCNC(=O)c1c(O)c2ccccc2[nH]c1=O | -3 | -7 | 16 | 2.3 | -12 | 0.9 | 0% | -2 | -21
COc1ccc(NC(=O)N2CCCC2C(=O)Nc2ccc(C)cc2)cc1 (centres undefined) | 7 | 0 | -4 | -1.6 | 3 | 1.2 | 8% | -19 | 6
CCC(=O)N1CCCc2cc(S(=O)(=O)N3CCN(C4CCCCC4)CC3)ccc21 | 12 | 6 | 14 | -4.0 | 8 | 1.3 | 1% | -6 | 2
C=CCc1cccc2cc(C(=O)N3CCN(C(=O)OCC)CC3)c(=O)oc12 | -4 | -2 | 5 | -2.4 | 2 | -1.0 | 4% | 1 | -7
O=C(NCc1ccco1)c1ccc2snnc2c1 | 27 | 4 | 0 | 2.5 | -1 | -0.6 | 3% | -2 | -1
Cn1nnc2cc(C(=O)N3CCCCCC3)ccc21 | -3 | 1 | 8 | -1.9 | -10 | 0.0 | 3% | -7 | 4
CCCn1c(SCC(=O)c2ccc3c(c2)OCCO3)nc2c1c(=O)n(C)c(=O)n2C | 6 | 3 | 22 | -2.0 | -15 | -0.1 | 8% | 27 | -1
Cc1nc(SCC(=O)CC(=O)OC(C)C)c(C#N)c(C)c1C | -20 | -25 | -15 | 0.8 | -8 | 0.4 | 2% | 9 | -20
COc1ccc(NC(=O)c2cc(C)on2)cc1OC | -26 | 0 | 7 | -1.6 | -12 | 0.1 | 3% | -10 | -2
Cc1ccc2c(c1)nnn2C1CCN(S(=O)(=O)c2ccc(C(=O)N(C)C)cc2)CC1 | -18 | -2 | 0 | -0.9 | -1 | -0.1 | 5% | 15 | 6
c1ccc2c(c1)[nH]c1c(N3CCOCC3)ncnc12 | 7 | -29 | -2 | 0.3 | -1 | 0.8 | 5% | 0 | 8
O=C(NCc1ccco1)c1cc2cc3ccc(Cl)cc3nc2o1 | -4 | -2 | -9 | 1.8 | 14 | -0.3 | 8% | -13 | -18
Cc1ccnc(NC(=O)CCC(=O)N(CC(=O)NC(C)(C)C)C2CCCC2)c1 | -21 | 5 | -8 | 0.0 | 12 | -0.1 | 4% | -7 | 7
CCOC(=O)C1CCN(c2ncnc3c2oc2ccccc23)CC1 | 5 | 0 | -11 | 0.4 | 2 | -0.4 | 8% | 21 | 20
c1ccc(C2COC(c3cccs3)=N2)cc1 (centres undefined) | 5 | 2 | 18 | -1.2 | -4 | -1.0 | 5% | -3 | 8
CN1CCN(c2nc3c(c(=O)n(C)c(=O)n3C)n2CC(=O)C23CC4CC(CC(C4)C2)C3)CC1 | -2 | 0 | 3 | 3.7 | -24 | 1.7 | 6% | -5 | -8
CC(CN1CCCCC1)OC(=O)c1ccc(Cl)cc1 (centres undefined) | -14 | 4 | -9 | -0.5 | -2 | -0.5 | 3% | -12 | 2
CCOC(=O)/C=C1\SCC(=O)N1CC(=O)c1ccc[nH]1 | -9 | 0 | -1 | -1.2 | -3 | -0.1 | 6% | 8 | -2
CCS(=O)(=O)C(=C1NCCO1)S(=O)(=O)CC | -6 | 8 | 12 | -1.2 | -1 | -1.1 | 1% | 10 | 5
CC(=O)Nc1cccc(NC(=O)CCn2cnc3cc(C)c(C)cc32)c1 | 0 | 3 | -4 | -4.4 | 6 | 1.4 | 15% | -1 | 0
CCn1cc(C(=O)NC2CCc3ccccc32)c(=O)c2ccc(C)nc21 (centres undefined) | -8 | 2 | 16 | -1.1 | 4 | 0.1 | 2% | -8 | 3
O=C(O)C1CCCN(S(=O)(=O)c2ccc(F)cc2)C1 (centres undefined) | -4 | 5 | 15 | 0.2 | 4 | 0.4 | 5% | -17 | -1
COc1ccc(N(C(C)C(=O)NC2CCCCCC2)S(C)(=O)=O)cc1 (centres undefined) | -5 | 0 | -7 | -1.6 | 4 | -0.4 | 0% | 2 | -8
Cc1cc2n(n1)C(c1ccccc1)Nc1ccccc1-2 (centres undefined) | -18 | -12 | 8 | 0.2 | 17 | 0.0 | 7% | 8 | 8
COc1ccc2c(=O)cc(C(F)(F)C(F)(F)F)oc2c1 | -4 | 1 | -25 | -4.1 | -5 | 0.5 | 5% | -7 | -12
